Compound activity (PubChem)
Runt-CBFb FRET: inhibitors of RUNX1 Runt–CBFb binding, primary screen, biochemical, FRET, Cerulean-Runt, Venus-CBFb, uHTS. Runt-related transcription factor 1 (Homo sapiens) + Core-binding factor subunit beta …. Cerulean-Runt/Venus-CBFb FRET ratio 530/480, 1 h. inhibition, % at 20 µM. 0.46% of 220,000 active. AID 1496, 2009;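 active = inhibition over about 50% at 20 µM in the single-dose screen, limit read from the data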;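 note: 0% = DMSO wells and 100% = excess unlabeled CBFb competitor control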
Target sequence (Q01196 whole entry, looked up): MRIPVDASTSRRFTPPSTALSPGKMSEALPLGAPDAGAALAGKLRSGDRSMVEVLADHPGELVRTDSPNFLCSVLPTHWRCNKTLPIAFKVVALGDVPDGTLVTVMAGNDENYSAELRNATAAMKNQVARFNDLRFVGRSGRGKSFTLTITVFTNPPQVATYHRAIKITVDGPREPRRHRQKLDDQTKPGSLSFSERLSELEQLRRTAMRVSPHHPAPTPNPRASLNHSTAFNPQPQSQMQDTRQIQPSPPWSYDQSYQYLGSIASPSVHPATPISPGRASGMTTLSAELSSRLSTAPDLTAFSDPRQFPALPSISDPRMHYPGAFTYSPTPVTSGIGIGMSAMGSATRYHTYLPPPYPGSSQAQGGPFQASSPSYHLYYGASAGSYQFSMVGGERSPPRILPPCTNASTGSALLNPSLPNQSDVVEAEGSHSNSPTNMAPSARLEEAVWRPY
Target sequence (Q13951 whole entry, looked up): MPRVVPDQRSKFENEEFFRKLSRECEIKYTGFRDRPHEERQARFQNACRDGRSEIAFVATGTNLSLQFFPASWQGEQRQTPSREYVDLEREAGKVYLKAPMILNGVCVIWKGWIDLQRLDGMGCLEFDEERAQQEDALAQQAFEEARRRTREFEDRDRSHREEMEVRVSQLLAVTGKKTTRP
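Measured by: fluorescence energy transfer, 422 nm excitation, 530/480 nm emission; Assay system: Cerulean-Runt domain; Medium: Tris pH 7.5 buffer with BSA; Measure: loss of energy transfer signal; Controls: 5 µM unlabeled CBFb as full-inhibition high control; Incubation: protein complex preformed 1 h, compound exposure 1 h, room temperature, dark.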
m-calpain inh: inhibitors of pig calpain II, primary screen, biochemical, fluorogenic peptide substrate, 1536-well. AID 1236, 2008. purified calpain II, 30 min. inhibition, % at 16 µM. 0.37% of 220,000 active;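 active = inhibition above about 50%, limit read from the data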
Furin inh: human furin inhibitors, primary screen, biochemical, fluorescence intensity | purified furin, fluorogenic substrate cleavage | inhibition, % at 30 µM | 0.061% of 220,000 active | AID 463115, 2010; in the data active = inhibition above about 25%; note: inactives centre near -15
Runt-SMMHC FRET: inhibitors of RUNX1 Runt–CBFb-SMMHC binding, primary screen, biochemical, FRET, Cerulean-Runt, Venus-CBFb-SMMHC, uHTS. inhibition, % at 20 µM. Cerulean-Runt/Venus-CBFb-SMMHC FRET ratio 530/480, 1 h. 0.74% of 220,000 active. Runt-related transcription factor 1 (Homo sapiens) + Core-binding factor subunit beta …;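 active = mean inhibition across duplicate retests at 20 µM reaching about 50%, limit read from the data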;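 note: 0% = DMSO wells and 100% = wells with excess untagged CBFb-SMMHC; inhibitors lower the FRET ratio by blocking Runt binding to CBFb-SMMHC; some results filed as inactive read as strong as hits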
EBV gp42 block: Epstein-Barr virus gp42 inhibitors, primary screen, biochemical, uHTS, fluorescence polarization. Fluorescence polarization binding assay, mP read-out. inhibition, % (tested at 21.74 µM). 0.42% of 220,000 active; in the data active = inhibition above about 50%
p97 ATPase inh: inhibitors of human p97 ATPase, primary screen, biochemical; Transitional endoplasmic reticulum ATPase (Homo sapiens), P55072; recombinant p97 ATPase, Kinase-Glo ATP luminescence, 3 h; inhibition, % at 8 µM; 0.42% of 220,000 active; AID 1481, 2009; in the data active = inhibition above about 15%;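 note: 0% = DMSO vehicle and 100% = wells lacking enzyme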
TbHK1 inh: Trypanosoma brucei hexokinase 1 inhibitors, primary screen, biochemical, G6PDH-coupled NADH absorbance, MLSCN library. 0.11% of 220,000 active. hexokinase 1 [Trypanosoma brucei]. recombinant TbHK1, G6PDH-coupled NADH A340. inhibition, % at 10 µM. AID 1430, 2008;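 active = inhibition of 50% or more in the single-dose primary screen; inactive = inhibition below 50%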
p47phox inh: p47phox/p22phox peptide binding inhibitors, primary screen, biochemical, uHTS, NADPH oxidase regulatory subunit; fluorescence polarization, 2 h; inhibition, % at 24.7 µM; 0.53% of 220,000 active; AID 1274, 2008;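 active = inhibition above about 30%, limit read from the data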;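 note: 0% = p47phox with labelled peptide and 100% = labelled peptide alone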
Target sequence (P14598 whole entry, looked up): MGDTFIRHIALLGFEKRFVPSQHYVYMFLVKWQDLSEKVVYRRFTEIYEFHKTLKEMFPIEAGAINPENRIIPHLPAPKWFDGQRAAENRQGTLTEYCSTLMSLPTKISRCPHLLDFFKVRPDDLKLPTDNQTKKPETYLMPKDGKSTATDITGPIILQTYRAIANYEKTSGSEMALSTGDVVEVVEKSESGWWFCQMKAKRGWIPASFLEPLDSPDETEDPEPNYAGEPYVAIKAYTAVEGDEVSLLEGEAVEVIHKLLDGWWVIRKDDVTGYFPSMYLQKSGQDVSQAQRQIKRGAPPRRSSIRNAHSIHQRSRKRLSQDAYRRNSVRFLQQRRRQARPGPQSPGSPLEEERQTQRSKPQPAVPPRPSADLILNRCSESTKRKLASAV
RBBP9 inh: human RBBP9 inhibitors, primary screen, biochemical, fluorescence polarization, FP-Rh probe, HTS | inhibition, % at 7.94 µM | AID 1515, 2009 | 0.2% of 220,000 active | recombinant RBBP9;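 active = inhibition above the campaign mean of all tested compounds plus 3 SD, cut at about 14% in these data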;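 note: plate controls were DMSO wells with RBBP9 for no effect and wells lacking RBBP9 protein for full effect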
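Test system – recombinant human RBBP9 · Input – RBBP9 2.5 µM in dispensing solution, pre-mixing · Medium – Tris buffer pH 8.0, NaCl, Pluronic · Schedule – preincubation 30 min plus labeling 45 min at 25 °C · Measured by – fluorescence polarization · Measure – % inhibition · Controls – DMSO and no-protein wells · Replicates – one well per compound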
Starred values were filed as active, the others as inactive; i = inactive; nt = not tested or not shown; [ ] = dose if it differs, or a comment.

SMILES	Runt-CBFb FRET	m-calpain inh	Furin inh	Runt-SMMHC FRET	EBV gp42 block	p97 ATPase inh	TbHK1 inh	p47phox inh	RBBP9 inh
O=C1CC(c2ccccc2)n2nc(NC(=O)c3cccnc3)nc2N1 (stereo not given)	-2	-19	-12	-7	8	6	7	-9	3
Cc1cc(NC(=O)C(C)C)ncc1NC(=O)c1cccc(F)c1	-1	-37	-14	-12	-4	0	10	-11	1
O=C(Nc1ccccc1)c1ccc(-c2ccccc2C(F)(F)F)o1	1	27	-10	-2	-2	-3	3	-22	-14
CCn1c(=N)n(CC(O)COc2cccc(C)c2)c2ccccc21 (stereo not given)	0	41	-19[20 µM]	-8	-5	3	8	-5	-2
COc1cccc(C(=O)NNC(=O)C(=O)N2CCCCC2)c1	0	-3	-12	-38	-7	3	-6	5	-1
S=C(Nc1ccccc1)N1CCC(C2CCN(C(=S)Nc3ccccc3)CC2)CC1	0	23	-18	-4	-16	9	-9	-1	10
Cc1ccc(C(=O)C2CCOC(C)(C)C2)cc1 (stereo not given)	1	7	-3	2	7	-1	7	-7	-5
CCn1cc(C(=O)N2CCc3ccccc3C2)c(=O)c2cc(S(=O)(=O)N3CCCCC3)ccc21	-3	12	-9	-1	-11	0	-16	-5	-6
CC(=O)NCCCC(=O)NN1C(=S)N(Cc2ccccc2)C(=O)C1CC(=O)Nc1cccc(C)c1 (stereo not given)	-2	-9	-25	3	2	1	-1	0	4
Fc1ccc2nc(Nc3nc4c(F)cccc4s3)sc2c1	1	19	-16	43	-11	3	-9	-17	-7
CCC1=C2CC[C@H]3C(=O)N(CC(=O)OC)C(=O)[C@H]3[C@H]2[C@@]2(C)C(=NCC(=O)OC)OC(=O)N2C1=O	1	9	-5	-2	-7	nt	-3	-7	nt
CC1(C)CC(=O)C=C(N2CCNCC2)C1	-1	3	-26	-1	-11	4	4	5	-1
COc1ccc(NC(C)=O)cc1NC(=O)CSc1nnc(-c2ccccc2)n1N	-2	-15	-23[20 µM]	2	-2	2	4	-11	1
Cc1cc2ncn(CCOc3ccccc3)c2cc1C	0	-2	-8[20 µM]	-1	0	-5	5	-5	-3
CC(C)C(=O)Nc1ccc(C(=O)Nc2nnc(C(C)C)s2)cc1	-3	0	-10	-2	-5	0	-20	-2	-4
CC(C)C(C)NC(=O)COC(=O)/C=C/c1ccc(S(=O)(=O)N2CCc3ccccc32)cc1 (stereo not given)	0	11	-6	-84	-13	-3	8	-8	6
Cc1nnc(C)n1/N=C/c1ccccn1	2	-29	-16	-2	-6	10	0	-16	-2
O=[N+]([O-])c1ccccc1/C=N/n1c(-c2cccnc2)n[nH]c1=S	13	-1	0	10	-25	6	-2	6	-1
O=C(CSc1nnc(SCC(=O)c2ccco2)s1)c1ccco1	7	-18	-19	0	4	3	3	-4	0
CCc1sc(C(=O)Nc2ccccc2N2CCOCC2)cc1C	-3	12	-22	-4	9	1	-3	-11	-4
COC(=O)CN(n1cnnc1)S(=O)(=O)c1ccccc1Cl	2	-2	-13[20 µM]	-1	-16	5	-4	-8	-2
CCN(C(=O)c1ccc(Cl)cc1[N+](=O)[O-])c1ccccc1C	0	7	-19	2	8	10	3	8	3
CCOC(=O)C1CCN(Cc2ccccc2C)CC1	2	3	-20[20 µM]	1	-10	0	-6	-3	-2
CCOC(=O)C(NC(=O)Nc1ccc(F)cc1)(OCC)C(F)(F)F (stereo not given)	3	-60	-1	-1	-5	0	7	11	-7
Cc1cc(NC(=O)c2cnn3c(C(F)F)cc(-c4ccccc4)nc23)no1	-7	14	-20	-11	-3	3	2	-5	-2
CCCCC[C@H](O)/C=C/[C@@H]1[C@@H](C/C=C\CCCC(=O)OC)[C@@H](O)C[C@H]1O	-38	21	-11	-86	1	0	-9	2	18*
N#Cc1ccc(C(=O)Nc2nnc(-c3ccco3)o2)cc1	1	11	-23	2	-8	-2	-14	7	-6
O=C(Cn1cnc2c(nnn2Cc2ccc(F)cc2)c1=O)N1CCCc2ccccc21	-3	-5	-16[20 µM]	-2	-2	2	5	-4	-3
CC(C)c1cc(-c2cc(C(=O)NCc3ccccc3)on2)nc(NCC2CC2)n1	2	28	-15	4	-9	nt	1	-6	nt
Cc1cc(N2CCN(Cc3ccccc3)CC2)n2nc(C)c(-c3ccccc3)c2n1	0	i	-2[20 µM]	1	-7	-10	-5	-8	-5
CCc1cc(C(c2ccccc2OC)N2CCOCC2)c(NC(=O)c2ccccc2)s1 (stereo not given)	-3	-35	-7[20 µM]	-4	-1	3	3	-14	-2
CC(C)COc1ccc(C(=O)Nc2ccc(SC(F)F)cc2)cc1	2	11	-4	4	-16	6	23	-12	-4
N/C(Cc1ccc(Cl)cc1)=N\OC(=O)C1CCCCC1	-1	9	-2	0	-12	2	36	-9	6
CCOC(=O)NC(C)N1C(=O)C2C3C=CC(C3)C2C1=O (stereo not given)	0	-26	-17	2	-2	2	-4	-4	-8
O=C1C2CC=CCC2C(=O)N1Cc1nnc(-c2ccccc2Br)o1 (stereo not given)	-6	-8	-20	-22	-2	3	3	-7	-5
Oc1ccccc1/C=N/Nc1nccnc1Cl	2	21	-11[20 µM]	3	-22	-13	-26	-12	0
O=C(NC(=S)Nc1ccc(F)c([N+](=O)[O-])c1)c1ccccc1F	3	-22	-22	4	6	6	1	1	-4
Cc1ccc(C)c(OCCn2cc(/C=C(/C#N)C(=O)NCC3CCCO3)c3ccccc32)c1 (stereo not given)	-1	30	6	-25	-88	-10	32	-151	-22
CCOc1ccc(NS(=O)(=O)c2ccc(SC)cc2)cc1	-3	4	-16[20 µM]	-1	3	-7	3	-13	-4
Cc1ccccc1CSCC(=O)Nc1ccccc1-c1ccccc1	-6	43	-8	-5	18	-9	7	-6	-5

A few values from the list.
Value for `Oc1ccccc1/C=N/Nc1nccnc1Cl` in EBV gp42 block: -22
Value for `O=C1C2CC=CCC2C(=O)N1Cc1nnc(-c2ccccc2Br)o1` (stereo not given) in Runt-CBFb FRET: -6
Value for `COC(=O)CN(n1cnnc1)S(=O)(=O)c1ccccc1Cl` in Runt-SMMHC FRET: -1
Value for `Cc1ccccc1CSCC(=O)Nc1ccccc1-c1ccccc1` in RBBP9 inh: -5
Value for `CCOC(=O)C(NC(=O)Nc1ccc(F)cc1)(OCC)C(F)(F)F` (stereo not given) in m-calpain inh: -60
Value for `Cc1cc(NC(=O)c2cnn3c(C(F)F)cc(-c4ccccc4)nc23)no1` in m-calpain inh: 14

(cont.)
SMILES	Runt-CBFb FRET	m-calpain inh	Furin inh	Runt-SMMHC FRET	EBV gp42 block	p97 ATPase inh	TbHK1 inh	p47phox inh	RBBP9 inh
CSc1ccc(S(=O)(=O)Nc2ccc(NC(C)=O)cc2)cc1	0	-12	-7[20 µM]	3	-8	2	-1	-11	-5
O=C1C2=C(CCCC2)C(=O)N1CNc1ccccc1	1	-6	-16	-1	-18	5	-1	-4	3
CN1CCN(CC(O)COc2ccc(OCC(O)CN3CCN(C)CC3)cc2)CC1 (stereo not given)	-2	-10	-6[20 µM]	-3	-18	-1	-12	-7	3
CCC(=O)NC(c1cccs1)c1cc([N+](=O)[O-])c2cccnc2c1O (stereo not given)	7	-41	-12	4	1	-2	52*	-8	-9
COc1cc(S(=O)(=O)Nc2ccccc2)ccc1NC=O	0	-8	-10[20 µM]	3	-3	0	-6	-5	-2
O=C(NCCCN1CCCC1=O)c1ccc2c(=O)n(Cc3ccco3)c(=S)[nH]c2c1	26	19	-17[20 µM]	18	-3	5	-10	-6	-11
O=C1Nc2c(c(=O)[nH]c(=O)n2-c2ccccc2)C(C(F)(F)F)(C(F)(F)F)N1	0	24	-11[20 µM]	-6	-1	3	-7	3	-4
COCc1[nH][nH]c(=O)c1/C=N/N1CCOCC1	-2	9	-9	-3	0	2	-9	17	0
Cn1c(=O)c2c(nc(SCC(=O)NCc3ccc4c(c3)OCO4)n2Cc2ccc(F)cc2)n(C)c1=O	-2	-32	-7[20 µM]	-6	-5	4	1	14	13
O=C(Nc1ccc2[nH]ccc2c1)c1ccc(F)cc1	0	-10	-18	2	-9	-4	-1	-12	-10
COc1ccc(C2N(c3cccc(Cl)c3)C(=O)C3CCCN32)cc1 (stereo not given)	1	5	-4	1	-7	2	5	-10	-6
CC1CCN(C(=O)CN(C)S(=O)(=O)c2cccc3nsnc23)CC1	-2	-4	-20	1	-19	2	-9	-1	-9
CCc1ccc(C(=O)COC(=O)[C@@H](NC(N)=O)[C@@H](C)CC)cc1	-1	-11	-17	-2	-15	0	4	-14	-7
Cn1c(C(=O)N2CCCC2)cc2c(=O)n(C)c3ccccc3c21	1	-36	-15	4	-1	-6	-4	4	-1
CC(C)(C)C(=O)CSc1nnc(Nc2ccccc2)s1	-1	11	-21	2	2	-1	2	-14	-4
CC(C)CCNC(=O)C(=O)NCc1ccccc1	-1	18	-24	-6	-8	9	-2	6	-3
N=c1ccn(Cc2c(Cl)cccc2Cl)cc1	1	-16	-25	3	-21	6	-4	-2	-5
CCN(CC)c1ccc(C(=O)NN)cc1	0	-17	-18	5	-19	6	-14	-1	6
CCC(C)(C)C1CCc2c(sc(NC(=O)c3cccs3)c2C(N)=O)C1 (stereo not given)	-5	i	-4[20 µM]	0	4	-8	6	-9	-15
COc1ccc(C[C@H]2CN3C(=NC[C@@H]3C(C)C)N2C[C@H](C)NC(=O)c2ccc(C)c(Br)c2)cc1	0	10	-29	4	-11	5	10	-12	-10

Full records from above. Order of screens: Runt-CBFb FRET	m-calpain inh	Furin inh	Runt-SMMHC FRET	EBV gp42 block	p97 ATPase inh	TbHK1 inh	p47phox inh	RBBP9 inh
Entry for `Cc1ccc(C(=O)C2CCOC(C)(C)C2)cc1` (stereo not given) = 1	7	-3	2	7	-1	7	-7	-5
Entry for `O=C1CC(c2ccccc2)n2nc(NC(=O)c3cccnc3)nc2N1` (stereo not given) = -2	-19	-12	-7	8	6	7	-9	3
Entry for `COc1ccc(C2N(c3cccc(Cl)c3)C(=O)C3CCCN32)cc1` (stereo not given) = 1	5	-4	1	-7	2	5	-10	-6

(list continues)
SMILES	Runt-CBFb FRET	m-calpain inh	Furin inh	Runt-SMMHC FRET	EBV gp42 block	p97 ATPase inh	TbHK1 inh	p47phox inh	RBBP9 inh
Cc1c(Cl)cccc1NC(=O)CSc1nnc(CCNC(=O)OC(C)(C)C)o1	-5	7	-11	0	1	-1	2	0	-8
CC(C(=O)Nc1ccc2c(c1)OCCO2)N(C)Cc1c(F)cccc1Cl (stereo not given)	0	1	-24	-3	0	0	-2	-10	-3
CN(c1ncc(C(F)(F)F)cc1Cl)n1cc(C(N)=O)c2ccccc2c1=O	2	-9	-19[20 µM]	2	-10	0	-5	0	-9
O=C(NCCN1C(=O)S/C(=C\c2ccc(Cl)cc2)C1=O)c1ccc(F)c(S(=O)(=O)N2CCOCC2)c1	-12	18	-5	-1	-7	-4	-10	-12	-11
